Screening data from PubChem BioAssay.
ALOX12 inh: blocks human arachidonate 12S-lipoxygenase; P18054; purified 12hLO, xylenol orange hydroperoxide absorbance; Potency, µM (series often up to 108 µM), for inactives: top-dose activity change, negative = inhibition, hits mostly inhibitors; hit rate 1.1% among 580,000; further: potency means the concentration at half of the fitted maximal effect; on the % scale 0 is the no-effect control and ±100 the full control effect
Target sequence (P18054 whole entry, looked up): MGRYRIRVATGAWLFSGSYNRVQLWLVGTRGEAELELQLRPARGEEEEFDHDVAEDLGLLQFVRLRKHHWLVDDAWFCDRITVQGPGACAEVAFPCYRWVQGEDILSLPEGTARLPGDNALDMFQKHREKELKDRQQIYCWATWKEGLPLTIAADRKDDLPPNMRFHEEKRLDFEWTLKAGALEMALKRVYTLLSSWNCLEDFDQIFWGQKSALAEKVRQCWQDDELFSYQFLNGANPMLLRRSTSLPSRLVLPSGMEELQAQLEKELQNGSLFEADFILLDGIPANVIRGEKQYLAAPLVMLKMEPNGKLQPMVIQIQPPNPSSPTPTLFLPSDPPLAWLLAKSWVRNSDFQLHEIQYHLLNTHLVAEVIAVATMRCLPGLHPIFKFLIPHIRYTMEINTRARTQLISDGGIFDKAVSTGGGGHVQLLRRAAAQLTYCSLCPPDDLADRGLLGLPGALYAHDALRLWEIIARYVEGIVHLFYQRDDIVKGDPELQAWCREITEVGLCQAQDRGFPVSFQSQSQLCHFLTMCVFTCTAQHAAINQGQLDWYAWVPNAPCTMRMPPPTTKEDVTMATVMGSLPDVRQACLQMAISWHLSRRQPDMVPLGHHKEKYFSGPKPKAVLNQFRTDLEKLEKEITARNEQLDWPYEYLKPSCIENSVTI
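Purified human 12hLO at 150 nM in 25 mM Hepes, 0.01% Triton X-100, pH 7.0, preincubated 15 min at room temperature with compound. Reaction started with 40 uM arachidonic acid, 30 min at room temperature. Hydroperoxide measured by Fe-xylenol orange, 573/405 nm absorbance ratio.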
POLB inh: DNA polymerase beta (human) inhibition; Pol beta primer extension/strand displacement, fluorescence kinetic; AID 485314; P06746; hit rate 1.3% among 340,000; Potency, µM (doses to about 114 µM), inactives show at the highest dose activity change, negative = inhibition, hits mostly inhibitors; further: potency means the concentration at half of the fitted maximal effect; on the % scale 0 is the no-effect control and ±100 the full control effect
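Pol beta (10 nM) was preincubated with compound for 15 min at room temperature. The reaction was then started with 50 nM substrate and read immediately and after a further 10 min at room temperature.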
ERG Ets-DNA blk: ERG Ets/DNA interaction inhibition. P11308. fluorescence polarization, His-ERG Ets domain / labelled DNA. Potency, µM (titrated, usually from 76.9 µM), for inactives: at the highest dose FP activity, negative = inhibition, most hits filed as inhibitors. hit rate 0.028% among 370,000; active means well fitted inhibition curve with a large enough effect in the polarisation, with a control signal flat; inconclusive means small, poorly fitted or top-dose-only effect, or effect the other way, or a change in a side signal; inactive means no such curve, though single readings can be large or run the other way; the % refers to the polarisation;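 further: polarization taken with two DNA probes labelled with fluorescein and Texas red; potency means the concentration at half of the fitted maximal effect; % of control where 0% means no effect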
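His-tagged ERG Ets domain (1 uM in the protein solution; 300mM KCl, 50mM Tris-HCl, 1mM EDTA, 1mM DTT, pH 7.5) received compound, then a probe mix of 5 nM fluorescein-DNA and 100nM Texas-615-DNA. Fluorescence polarization was read for both dyes.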
POLH inh: blocks human DNA polymerase eta activity; Q9Y253; recombinant Pol eta, fluorescent DNA replication assay; Potency, µM (series often up to 114 µM), for inactives: at the top dose activity change, negative = inhibition, usual class: inhibitors; hit rate 1.2% among 390,000; AID 588591; further: potency means the concentration at half of the fitted maximal effect; on the % scale 0 is the no-effect control and ±100 the full control effect
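Pol eta (10 nM) was preincubated with compounds for 15 min at room temperature, after which fluorescent replication substrate (50 nM final) was added to start the reaction. Fluorescence was read kinetically at 0 and 10 min.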
APE1 inh: blocks human APE1 abasic DNA cleavage; recombinant APE1, TAMRA/BHQ-2 abasic DNA cleavage fluorescence; hit rate 0.35% among 350,000; AID 2517; Potency, µM (highest dose often 65.8 µM), inactives show top-dose activity change, negative = inhibition, actives largely listed as inhibitors; P27695;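 further: potency means the concentration at half of the fitted maximal effect; plate controls were vehicle for no effect and reference inhibitor for full effect; nearly all actives have a fitted effect of over 55% in size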
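Step 1: APE1 (0.75 nM) with compound, 15 min RT. Step 2: add 50 nM fluorophore/quencher THF duplex. Step 3: three fluorescence reads 60 s apart (525/598 nm); read 3 minus read 1 = reaction progress.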
RGS4 inh: inhibitors of human regulator of G protein signaling 4 | P49798 | Transcreener GDP fluorescence polarization, RGS4-accelerated GTP hydrolysis | Potency, µM (series often up to 114 µM), for the others: top-dose activity change, negative = inhibition, hits mostly inhibitors | hit rate 0.039% among 390,000 | AID 504845; further: potency means the concentration at half of the fitted maximal effect; on the % scale 0 is the no-effect control and ±100 the full control effect; nearly all actives have a fitted effect of over 75% in size; some results filed as inactive show a strong effect at the top dose
Target sequence (P49798 whole entry, looked up): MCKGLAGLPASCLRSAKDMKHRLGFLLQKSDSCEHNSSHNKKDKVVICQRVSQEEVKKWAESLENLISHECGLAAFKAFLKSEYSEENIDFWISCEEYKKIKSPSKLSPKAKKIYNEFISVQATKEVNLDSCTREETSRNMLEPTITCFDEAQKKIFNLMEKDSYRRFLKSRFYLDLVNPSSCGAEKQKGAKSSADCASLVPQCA
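MLSMR compounds (23 nl, pin-transferred) preincubated 10 min at room temperature with a 500nM (2x) first reagent, then RGS4 at 900nM (2x) plus Transcreener GDP mix added; fluorescence polarization (620/688 nm) read before and after 90 min at 30 °C.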
Pol kappa inh: inhibitors of human DNA polymerase kappa; Q9UBT6; purified Pol kappa, fluorescent DNA synthesis assay, 10 min; Potency, µM (series often up to 107 µM), without a hit: at the top dose activity, negative = inhibition, actives largely listed as inhibitors; hit rate 0.53% among 400,000; AID 588579; further: potency means the concentration at half of the fitted maximal effect; on the % scale 0 is the no-effect control and ±100 the full control effect
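10 nM Pol kappa was preincubated with compounds for 15 min at room temperature. Reaction started with 50 nM (final) substrate. Fluorescence read kinetically at 0 and 10 min.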
Apoferritin bind: binds horse apoferritin like a general anesthetic; Potency, µM (series often up to 77.5 µM), without a hit: top-dose activity change, negative = displacement, hits mostly inhibitors; apoferritin/1-aminoanthracene competitive binding, fluorescence; P02791; hit rate 0.074% among 350,000; further: potency means the concentration at half of the fitted maximal effect; on the % scale 0 is the no-effect control and ±100 the full control effect; nearly all actives have a fitted effect of over 20% in size
Target sequence (P02791 2-175 limits assumed): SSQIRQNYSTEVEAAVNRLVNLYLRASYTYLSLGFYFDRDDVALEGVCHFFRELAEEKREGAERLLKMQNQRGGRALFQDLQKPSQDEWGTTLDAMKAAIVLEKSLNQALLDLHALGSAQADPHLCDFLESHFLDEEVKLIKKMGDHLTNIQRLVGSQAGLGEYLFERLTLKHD
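Probe: 1-aminoanthracene (50% saturated, PBS). Protein: horse-spleen apoferritin, 10 uM. Incubation: 10 min, room temperature. Detection: 380 nm excitation, 535 nm emission. Analysis: normalized response, four-parameter Hill.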
LDHA block: blocks human lactate dehydrogenase A; AID 1347041; purified LDHA, NADH/diaphorase-resazurin fluorescence; stronger effect = lower value; P00338; hit rate 0.15% among 480,000; activity change, % (values are at about 110 or 230 µM); in the data active means activity change below about -30%; inconclusive means mostly about -25% to -30%;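 further: plate controls were DMSO wells for no effect and wells without enzyme for full effect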
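Resorufin fluorescence (ex540/em590), read at 0 and 20 min after diaphorase/resazurin addition, reports the NADH left after a 5 min room-temperature reaction of 2 nM human LDH5 with 0.06 mM NADH and 0.2 mM pyruvate.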
Active calls of the source: *; i = inactive; ? = inconclusive; / = no result given; & = joins results of further samples; [ ] = another dose, or the depositor's remark. Unless noted, the call rests on the fitted dose curve; in most records, active means well fitted curve in the direction sought with a large enough effect; inconclusive means small, poorly fitted or top-dose-only effect, or another doubt; inactive means no such curve, though single readings can be large; an effect the other way counts as inactive or inconclusive. Not all compounds are listed; rates above refer to the full screens.

#1 CC(=NCc1ccc(F)cc1)c1c(O)n(C)c(=O)n(C)c1=O
#2 CCC(=NCC1CCCO1)c1c(O)n(-c2ccc(OC)cc2)c(=O)[nH]c1=O (stereo not given)
#3 C=CCn1c(O)c(C(C)=Nc2cccc(C(F)(F)F)c2)c(=O)[nH]c1=O
#4 C[N+](C)(C)CC#CCN1CCCC1=O
#5 CC(Cc1ccccc1)[n+]1cc(/N=C(\[O-])Nc2ccccc2)on1 (stereo not given)

Assay by compound,1,2,3,4,5
ALOX12 inh,0%,11%,?,?,-24%
POLB inh,27%,21%,1%,8%[57.1 µM],0%
ERG Ets-DNA blk,1%,-9%,-7%,-2%,-12%
POLH inh,-12%,-10%,-20%,0%[57.1 µM],8%
APE1 inh,1%,-2%,-9%,-6%&-2%,2%
RGS4 inh,-2%,24%,-9%,?,8%
Pol kappa inh,-5%,-18%,-7%,-3%[60.1 µM],-11%
Apoferritin bind,-20%,-6%,-7%,/,-13%
LDHA block,0,-8,2,-23,-3

#6 NC(=NCCc1ccc(I)cc1)SCCCc1cnc[nH]1
#7 O=C(Cn1cnc2ccccc2c1=O)NCCC(=O)N1CCC2(CC1)OCCO2
#8 CC(=O)N1N=C(c2cccnc2)CC1c1ccccc1O (stereo not given)
#9 CN(C)c1ccc(/C=C2/C(=O)NC(=O)N(Cc3ccco3)C2=O)cc1
#10 Cn1c(O)c(C(c2ccccn2)c2c(O)n(C)c(=S)[nH]c2=O)c(=O)[nH]c1=S

Assay by compound,6,7,8,9,10
ALOX12 inh,?,0%,17%,-29%,16%
POLB inh,/,33%,47%,?,0%
ERG Ets-DNA blk,/,-1%,8%,-2%,/
POLH inh,/,-9%,-5%,6.3µM*,-2%
APE1 inh,1%&-7%,3%,-2%,28µM*,5%
RGS4 inh,i,-15%,-4%,?,5%
Pol kappa inh,0%&-4%[19.4 µM],5%,-5%,35µM*,4%
Apoferritin bind,-11%,-1%,-5%,-15%,-2%
LDHA block,/,-4,-10,-4,-1

#11 COc1ccc(OC)c(NC2=NCCCS2)c1
#12 COc1ccc2c(c1)CC1(CN2C)C(=O)NC(=O)N(c2ccc(F)cc2)C1=O (stereo not given)
#13 CC(Oc1ccc(Br)cc1)C(=O)N(Cc1nc(-c2ccccc2)no1)C(C)C (stereo not given)
#14 Cc1ccc(Cn2nnnc2CN2CCC(n3nnc4ccccc43)CC2)cc1
#15 CC1(C)COC(Nc2cccc(Cl)c2)=N1

Assay by compound,11,12,13,14,15
ALOX12 inh,2%,-1%,-5%,?,-8%
POLB inh,3%,9%,7%,9%,-28%
ERG Ets-DNA blk,-4%,0%,-4%,-9%,0%
POLH inh,-20%,-1%,?,-7%,11%
APE1 inh,14%,-18%,/,-6%,-6%
RGS4 inh,-8%,-21%,28%,-33%,24%
Pol kappa inh,2%,-11%,?,-5%,-19%
Apoferritin bind,-5%,-10%,53%[activator],-14%,?
LDHA block,-3,11,1,-2,-9

#16 COc1ccc(OP(=O)(Nc2ccccc2)Nc2ccccc2)cc1
#17 c1ccc(CNc2c3c(nc4ccccc24)CCC3)cc1
#18 Cc1[nH]c2ccccc2c1CCNCc1ccco1
#19 CO[C@H]1[C@@H](O)[C@@H](C)O[C@H](O[C@H]2[C@H](Oc3cccc4c(O)c5c(=O)oc6ccc(C)c7c(=O)oc(c34)c5c67)O[C@H](C)[C@H](O)[C@@H]2O)[C@@H]1O
#20 COc1ccccc1NC(=O)N(Cc1ccc2c(c1)OCO2)C1CCN(Cc2ccccc2)CC1

Assay by compound,16,17,18,19,20
ALOX12 inh,22%,0%,?,-2%,?
POLB inh,3%,15%,4%,/,18%
ERG Ets-DNA blk,3%,10%,4%,/,-1%
POLH inh,2%,-1%,-20%,/,-7%
APE1 inh,-3%,-11%,64%[activator],-10%,/
RGS4 inh,14%,-20%,13%,-19%,-2%
Pol kappa inh,-16%,1%,-4%,35µM*,2%
Apoferritin bind,-16%,?,0%,72%[activator],-1%
LDHA block,-2,-4,-3,/,0

#21 NP(=O)(Oc1ccccc1Cl)Oc1ccccc1Cl
#22 C=C/C(=C/C(=O)C[C@H](C)C[C@@H](C)CC[C@H](O)[C@H](C)C(=O)C[C@@H](O)[C@H](C)[C@@H](C)OC(=O)C[C@@H](O)C1=C(C)C(=O)OC1=O)CC
#23 COc1ccc2c3c([nH]c2c1)C(C)=NCC3
#24 Cc1ccc(C(=O)N[C@@H](C)CN2C3=NC[C@@H](Cc4ccccc4)N3C[C@H]2Cc2ccc(O)cc2)cc1Br
#25 CCOC(=O)C1=C(C)OC(N)=C(C#N)C12C(=O)Nc1ccc(C)cc12 (stereo not given)

Assay by compound,21,22,23,24,25
ALOX12 inh,-9%,13%[22.9 µM],-10%&-2%,?,?
POLB inh,0%,/,?,1%,5%
ERG Ets-DNA blk,-7%,/,-6%,9%,-2%
POLH inh,-15%,/,-18%,-14%,7%
APE1 inh,-11%,-4%[12.4 µM],?,6%,13%
RGS4 inh,-19%,/,-10%,11%,-2%
Pol kappa inh,6%,4.7µM*,?,4%,2%
Apoferritin bind,?,-13%[15.3 µM],/,-20%,-7%
LDHA block,-3,/,-2,1,6

#26 CC(CN1CCOCC1)C(C#N)(c1ccccc1)c1ccccc1 (stereo not given)
#27 CCC(=NCc1cccnc1)c1c(O)n(-c2ccccc2C)c(=O)[nH]c1=O
#28 CCCCN1CCC(C#N)(Nc2ccccc2)CC1
#29 CC(C(=O)c1c[nH]c2ccccc12)N1CCN(C(=O)c2ccco2)CC1 (stereo not given)
#30 Cc1cc2ccccc2n1-c1ccc(C(=O)N2CCC(C(=O)NCc3ccc(Cl)cc3)CC2)s1

Assay by compound,26,27,28,29,30
ALOX12 inh,-21%,0%,0%,0%,-14%
POLB inh,/,0%,19%,18%,0%
ERG Ets-DNA blk,11%,1%,-1%,23%,7%
POLH inh,-15%,-15%,-13%,-13%,-23%
APE1 inh,/,1%,-1%,4%,/
RGS4 inh,-12%,-4%,-8%,-9%,-34%
Pol kappa inh,1%,1%,-2%,-11%,2%
Apoferritin bind,/,-6%,-4%,-2%,?
LDHA block,3,-3,-4,-3,5

#31 O=C1c2ccccc2-c2cc3ccccc3cc21
#32 O=S1(=O)N(Cc2ccccc2Cl)CCCN1Cc1ccccc1Cl
#33 Cc1cc(N2CCNCC2)nc2ccccc12
#34 CC(=O)Nc1ccc(Nc2c(CCC(C)C)c(C)c(C#N)c3nc4ccccc4n23)cc1
#35 Brc1cc2c(cc1CN1CCN(c3ccccc3)CC1)OCCO2

Assay by compound,31,32,33,34,35
ALOX12 inh,?,-16%,-9%,-1%,-5%
POLB inh,/,1%,59%,21%,19%
ERG Ets-DNA blk,0%,-1%,12%,-1%,0%
POLH inh,-17%,-3%,-22%,-10%,-14%
APE1 inh,/,/,14%,/,1%
RGS4 inh,-24%,36%,-11%[56.9 µM],8%,-16%
Pol kappa inh,-16%,-10%,0%,-5%,4%
Apoferritin bind,/,88%[activator],-8%,49%[activator],-9%
LDHA block,-6,-3,-5,-1,-9

Ordered by SMILES length (smallest number first): some entries from above
#31 O=C1c2ccccc2-c2cc3ccccc3cc21
#34 CC(=O)Nc1ccc(Nc2c(CCC(C)C)c(C)c(C#N)c3nc4ccccc4n23)cc1
#30 Cc1cc2ccccc2n1-c1ccc(C(=O)N2CCC(C(=O)NCc3ccc(Cl)cc3)CC2)s1

Assay by compound,31,34,30
ALOX12 inh,?,-1%,-14%
POLB inh,/,21%,0%
ERG Ets-DNA blk,0%,-1%,7%
POLH inh,-17%,-10%,-23%
APE1 inh,/,/,/
RGS4 inh,-24%,8%,-34%
Pol kappa inh,-16%,-5%,2%
Apoferritin bind,/,49%[activator],?
LDHA block,-6,-1,5

Continuation:
#36 COCCNC(=O)N1[C@H]2CC[C@@H]1C(C(=O)OC)=C(c1ccc(-c3ccccc3)c(F)c1)C2
#37 CCCCC(=O)N/N=C/c1c(O)n(Cc2ccc(F)cc2)c(=O)[nH]c1=O
#38 CN(C)C(Cc1ccc(Cl)cc1)C(=O)c1ccccc1 (stereo not given)
#39 COC(=O)C1=C(c2ccccc2)C[C@@H]2CC[C@H]1N2C(=O)NCCS(C)=O (stereo not given in full)
#40 NP(=O)(OCCCc1ccccc1)Oc1ccccc1Cl (stereo not given)
#41 NC(=O)Cn1cc(C(=O)c2ccccc2F)c2ccccc21
#42 COC(=O)C1=C(c2ccc(F)cc2F)C[C@@H]2CC[C@H]1N2C(=O)N1CCCCC1
#43 C[C@]12CC[C@@H]3c4cc(O)c(O)cc4CC[C@H]3[C@@H]1CC[C@@H]2O

Assay by compound,36,37,38,39,40,41,42,43
ALOX12 inh,30%[activator],150%[activator],?,3%,-1%,0%,-4%,7.9µM*
POLB inh,/,21%,1%[57.1 µM],/,1%,-2%,/,?
ERG Ets-DNA blk,5%,17%,2%,-4%,2%,17%,-11%,1%
POLH inh,-19%,-10%,-10%,-1%,-12%,-8%,-19%,5%
APE1 inh,1%,2%,1%,/,10%,-1%,14%,7%
RGS4 inh,-4%,1%,4%,2%,-10%,2%,-9%,-18%
Pol kappa inh,2%,-1%,-14%,4%,-8%,18%,2%,-13%
Apoferritin bind,/,-12%,-14%,/,-16%,1%,/,-7%
LDHA block,0,-3,-4,-13,-10,-4,0,18
